Tb PYK inh – T. brucei pyruvate kinase inhibition; Q57TT1; TbPYK enzyme, Kinase-Glo Plus ATP luminescence, 45 min; Potency, µM (series often up to 76.8 µM), inactives show top-dose activity, negative = inhibition, most hits filed as inhibitors; hit rate 0.12% among 410,000; active = well fitted inhibition curve with a large enough effect; also: nearly all actives have a fitted effect of over 50% in size
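Luminescence from Kinase-Glo Plus, added after a 45-minute room-temperature reaction, served as the end-point read-out. The enzyme and substrate were preincubated with compound before ADP (130 uM final) initiated turnover. Concentration-effect curves came from normalized qHTS data.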
Active calls of the source: *; [ ] = dose if it differs, or a comment. % is scaled to controls: 0 for no effect and ±100 for the full control effect; potency is read from the fitted curve at half-maximal effect. Only part of the results is shown (hit frequency here may not be typical).

SMILES	Tb PYK inh
COc1ccc(-c2cc(C(=O)NCCc3ccccc3)c3c(-c4ccccc4)[nH]nc3n2)cc1	2%
Cc1ccc(NC(=O)Cn2c(=O)oc3cc(S(=O)(=O)NCc4ccccc4)ccc32)cc1	0%
Cc1nc2cnc(Nc3ccccc3)nc2n(Cc2cccs2)c1=O	2%
O=c1[nH]c2ccc(NCc3ccc(-c4ccc(Cl)cc4)o3)cc2[nH]1	2%
CCOC(=O)c1cc2c(=O)n3ccccc3nc2n(Cc2ccco2)c1=NC(=O)c1ccc(OCC)cc1	0%
COc1cc(C(=O)n2nc(C)c(Sc3ccc(Cl)cc3)c2C)cc(OC)c1OC	-12%
COc1ccc(OC)c(CC2C(=O)Nc3ccc(Br)cc32)c1 (stereo not given)	1%
Cc1c(-c2ccccc2)nc2c(Cl)cccc2c1C(=O)OCC(=O)c1ccc(F)cc1	1%
CCN(C(=O)Cn1c(=O)n(CCCS(=O)(=O)C2CCCCC2)c(=O)c2ccccc21)c1cccc(C)c1	-2%
Cc1ccc(CCNC(=O)CCCn2c(=O)c3ccccc3n(CC(=O)Nc3cc(Cl)ccc3C)c2=O)cc1	1%
CCc1c(C)sc(NC(=O)c2cc(-c3ccc(OC)cc3)on2)c1C#N	-4%
c1ccc(-c2cccc(N3CCCC4(CCNCC4)C3)c2)cc1	5%
CCOc1ccc(NC(=O)CSC2=Nc3ccccc3C3=NC(CC(=O)NCc4ccc5c(c4)OCO5)C(=O)N23)cc1 (stereo not given)	0%
COc1ccc(C(=O)CC2(O)C(=O)N(CCc3ccccc3)c3ccc(Br)cc32)cc1OC (stereo not given)	4%
Cc1cccc(N2CCN(S(=O)(=O)c3ccc4oc(=O)c5ncn(C)c5c4c3)CC2)c1C	-2%
COc1ccc(N2CCN(CCCNC(=O)Nc3ccccc3Cl)CC2)cc1	-7%
COCCN1C(=O)c2oc3ccc(C)cc3c(=O)c2C1c1ccc(C(=O)OC)cc1 (stereo not given)	3%
CCOc1ccc(N(CC)C(=O)CCc2nc(-c3ccccc3F)no2)cc1	1%
O=C(Cn1nc(-c2ccc(Cl)cc2)ccc1=O)NCc1ccccc1Cl	-1%
CN(C(=O)c1ccc2c(c1)N(Cc1cccc(Cl)c1)C(=O)c1ccccc1S2(=O)=O)C1CCCCC1	1%
CCOc1ccc(C(=O)Nc2cccc(NC(=O)c3ccc(C(C)(C)C)cc3)c2)cc1Br	1%
CCOC(=O)c1cccc(NC(=O)Cn2ncc3c(=O)oc4ccccc4c32)c1	1%
Cc1ccc(Cl)cc1-n1c(=O)cc(N2CCN(c3ccccc3)CC2)[nH]c1=O	-4%
Cc1ccc(CNC(=O)c2cccc(Nc3nc4ccccc4n4nnnc34)c2)cc1	3%

Taken from above.
CCOc1ccc(N(CC)C(=O)CCc2nc(-c3ccccc3F)no2)cc1 in Tb PYK inh is listed with 1%
COCCN1C(=O)c2oc3ccc(C)cc3c(=O)c2C1c1ccc(C(=O)OC)cc1 (stereo not given) in Tb PYK inh is listed with 3%
COc1cc(C(=O)n2nc(C)c(Sc3ccc(Cl)cc3)c2C)cc(OC)c1OC in Tb PYK inh is listed with -12%
CCOc1ccc(NC(=O)CSC2=Nc3ccccc3C3=NC(CC(=O)NCc4ccc5c(c4)OCO5)C(=O)N23)cc1 (stereo not given) in Tb PYK inh is listed with 0%
O=C(Cn1nc(-c2ccc(Cl)cc2)ccc1=O)NCc1ccccc1Cl in Tb PYK inh is listed with -1%

The list continues:
SMILES	Tb PYK inh
O=C(CSc1ncc(-c2ccccc2)[nH]1)Nc1ccc(F)cc1F	2%
Cn1c(=O)c2cc(C(=O)NC3CCCCCC3)sc2c2ccccc21	-6%
Cc1ccccc1NC(=O)c1ccc2c(c1)c(C)c(C)n2Cc1ccccc1	-3%[15.4 µM]
CCn1cc(C(=O)NCCc2ccc(Cl)cc2)c(=O)c2cc(S(=O)(=O)N3CCOCC3)ccc21	-1%
CC(=O)N1c2ccccc2C(=O)C1N1CCN(c2cccc(C)c2C)CC1 (stereo not given)	8%[15.4 µM]
CCCC(=O)N1CCN(c2nc3c(OC)ccc(C)c3s2)CC1	-1%
CNCC(O)c1cc(F)c(OCc2ccccc2)c(OCc2ccccc2)c1F (stereo not given)	2%
CCN(Cc1ccccc1)Cc1c(O)ccc2c(=O)c(-c3ccc(Cl)cc3)c(C(F)(F)F)oc12	-3%
CCOC(=O)CSc1nc2cc3c(cc2c(=O)n1CCCCCC(=O)NCc1ccc(OC)cc1)OCO3	1%
COc1ccc(-c2cc(C(F)(F)F)nc(NCc3ccccc3)n2)cc1	1%
CCOC(=O)c1c(C)[nH]c(C)c1S(=O)(=O)N1CCN(c2ccccc2OC)CC1	-4%
COc1ccc(-n2c(=O)c3ccc(C(=O)NCc4ccc(C)cc4)cc3n(Cc3cccc(Cl)c3)c2=O)cc1	-3%
COc1cc(-c2nnc(SCCOc3ccccc3)o2)cc(OC)c1OC	-4%
CC(Sc1nc2c([nH]c3ccccc32)c(=O)n1-c1ccccc1)c1ccccc1 (stereo not given)	4%
Cc1cc(O)c2c(O)c3c(O)cccc3cc2c1	0%
COc1cc(-c2cc3n(C)c(C)c(CCC(=O)NCc4ccccc4)c(=O)n3n2)cc(OC)c1OC	-1%
O=C1C=C(CO)OCC1=O	2%
CCc1ccccc1NC(=O)Cn1c(=O)n(CCc2ccccc2)c(=O)c2ccccc21	-3%
Cc1ccc(NC(=O)CSc2nnc(C)s2)c(C)c1	3%
Fc1ccc2[nH]c(-c3cccs3)cc2c1	0%
Cc1cc(F)ccc1NC(=O)CCS(=O)(=O)c1ccc2c(c1)CC(C)N2C(=O)C1CC1 (stereo not given)	3%
O=C(Cc1ccc(F)cc1)NCc1nc2cccnc2n1Cc1ccc(F)cc1	-5%
Cc1csc2nc(COC(=O)c3ccccc3NC(=O)c3ccc(F)cc3)cc(=O)n12	-9%
CC(=O)Nc1ccc(NC(=O)C2CCCN(S(=O)(=O)c3ccc4c(c3)CCCC(=O)N4)C2)cc1 (stereo not given)	4%
Cc1nn2c(=O)cc(COc3ccc(/C=C(\C#N)C(=O)Nc4ccc(F)cc4)cc3)nc2s1	2%
COc1ccc(NC(=O)Cn2c(=O)c3ccccc3n3nncc23)c(OC)c1	5%
COc1ccc(C2=C(C)C(=O)N(Cc3ccc(C(=O)NCc4ccccc4C)cc3)S2(=O)=O)cc1	2%
COc1ccc(-n2cc(-c3ccc4c(c3)OCO4)n(CC(=O)Nc3cccc(C)c3C)c2=O)c(OC)c1	-11%
COc1ccc(OC)c(NC(=O)CSc2c3c(nc4cc(Cl)ccc24)CCCC3)c1	-15%
COc1ccc(CCNC(=O)CSc2ncc3c(n2)-c2cc(Cl)ccc2N(Cc2ccccc2)S3(=O)=O)cc1OC	-2%
COc1ccc(CCNC(=O)c2c(C)nn(-c3ccc(F)cc3)c2-n2cccc2)c(OC)c1OC	7%
CCc1ccc(NC(=O)C2CCN(c3nnc(-n4c(C)ccc4C)s3)CC2)cc1	3%
CCOC(=O)c1ccccc1NC(=O)CN1C(=O)CC(c2ccccc2)Sc2ccccc21 (stereo not given)	2%
Cc1c(CCC(=O)NCc2cccc(Cl)c2)c(=O)oc2c(C)c(O)ccc12	3%
CCn1c(=O)c2cc(C(=O)N(C)c3cc(C)ccc3C)sc2c2ccccc21	7%
Cc1ccc2oc(C(=O)Nc3ccc(S(=O)(=O)N(C)c4ccccc4)cc3)cc(=O)c2c1	3%
Cc1ccc(-c2nc(-c3cccs3)c(-c3cccs3)[nH]2)cc1	0%
CCOc1ccccc1NC(=O)CSc1nc2c(oc3ccccc32)c(=O)n1C(C)C	0%
COc1ccccc1N(CC(=O)Nc1ccccc1F)S(C)(=O)=O	-3%
CCC1CCCCN1CCCNC(=O)c1ccc2c(c1)N(Cc1cccc(Cl)c1)C(=O)c1ccccc1S2(=O)=O (stereo not given)	-5%
CCc1ccccc1NC(=O)Cn1nnc2sc3c(c2c1=O)CCC(C(C)(C)C)C3 (stereo not given)	3%
O=S(=O)(NCCc1csc(-c2ccc(F)cc2)n1)c1ccc(Cl)cc1	4%
CCOc1ccc(CCNC(=O)Cn2ccc3cc(S(=O)(=O)N4CCCCCC4)ccc32)cc1	1%
Cc1ccc(-n2ncc3c(NCCC4=CCCCC4)ncnc32)cc1	3%
CCCc1nccn1S(=O)(=O)c1cc(Br)ccc1OC	-4%
Cc1ccc(S(=O)(=O)c2nc(-c3cccs3)oc2SCC(=O)Nc2cc(C)cc(C)c2)cc1	-3%
NC(=O)Cc1cccc(C(=O)c2ccccc2)c1N	-5%
COc1ccccc1CNC(=O)C(=O)NCC(c1ccc2c(c1)OCO2)N1CCOCC1 (stereo not given)	1%
COc1ccccc1-c1nnc(SCCOc2ccccc2C)o1	5%
COc1cc(/C=C/C(=O)O[C@H]2CC[C@]34C[C@]35CC[C@]3(C)[C@@H]([C@H](C)CCC=C(C)C)CC[C@@]3(C)C5CCC4C2(C)C)ccc1O (stereo not given in full)	0%
O=C(NCCS(=O)(=O)N1CCN(c2ccccc2F)CC1)C(c1ccccc1)c1ccccc1	6%
Cc1ccc(C(=O)NCc2ccc(F)cc2)cc1NC(=O)c1nsc2ccccc12	0%
O=C(CO)NCCCOc1cccc(CN2CCCCC2)c1	-7%
O=C(Nc1ccc(-c2nc3cc(NC(=O)c4ccccc4F)ccc3o2)cc1)c1ccccc1F	-3%
Cc1ccc(C2C=C(c3ccccc3)Nc3nc(NS(=O)(=O)c4ccccc4)nn32)cc1 (stereo not given)	-6%
CCOC(=O)c1c(C)[nH]c(C)c1S(=O)(=O)N1CCC(C(=O)NCc2cccc(OC)c2)CC1	2%
CCc1ccc(N(CC)C(=O)CCn2cnc3onc(-c4ccc(F)cc4)c3c2=O)cc1	-5%
Cc1ccc(CNC(=O)CSc2ccc(-c3sc(-c4ccccc4)nc3C)nn2)cc1	3%
CC1CCc2c(sc3nc(-c4cc5ccccc5oc4=O)nc(Cl)c23)C1 (stereo not given)	3%
Cc1cccc(NC(=O)C2CCN(S(=O)(=O)c3ccc4[nH]c5c(c4c3)CCCCC5)CC2)c1	-8%[15.4 µM]

A draw from above in order of length of the SMILES, highest first:
SMILES	Tb PYK inh
O=C(NCCS(=O)(=O)N1CCN(c2ccccc2F)CC1)C(c1ccccc1)c1ccccc1	6%
CCc1ccc(N(CC)C(=O)CCn2cnc3onc(-c4ccc(F)cc4)c3c2=O)cc1	-5%
Cc1ccc(CNC(=O)CSc2ccc(-c3sc(-c4ccccc4)nc3C)nn2)cc1	3%
O=C(CO)NCCCOc1cccc(CN2CCCCC2)c1	-7%

Next section
SMILES	Tb PYK inh
COc1ccccc1CNC(=O)c1cc2c(=O)oc3ccc(C)cc3c2s1	-2%
Cc1cccc2sc(N(Cc3cccnc3)C(=O)CCOc3ccccc3)nc12	0%
CC(=O)Nc1nonc1-c1nnc(SCc2ccc(Cl)cc2)n1C	9%
CCn1c(C(=O)NCc2ccc(C)cc2)cc2sc(Cl)cc21	-3%
COC(=O)c1ccc(OCC2c3cc(OC)c(OC)cc3CCN2C(=O)c2cccc(C)c2)cc1 (stereo not given)	-11%
CCN(CC)CCNC(=O)c1nn(C)c2c1CS(=O)(=O)c1ccccc1-2	1%
CC(C)CC(=O)NCC(c1ccc2c(c1)OCO2)N1CCN(c2ccc(F)cc2)CC1 (stereo not given)	2%
CC(C)c1nc2sc3c(N4CCCCC4)ncnc3c2c2c1CCCC2	2%
O=c1cc(COc2cccc(C(F)(F)F)c2)nc2sc3c(n12)CCCC3	-3%
Cc1cccc(OCc2ccc(-c3nc(C#N)c(NCc4cccnc4)o3)o2)c1	-8%
CCCCOc1ccc(C(=O)NCc2cn3cccc(C)c3n2)cc1	1%
CCOc1cc(CNc2ccc(O)cc2)ccc1OCc1ccc(Cl)cc1	-28%

Reprinted at random: 4 entries already listed, in no set order.
SMILES	Tb PYK inh
CCOc1ccccc1NC(=O)CSc1nc2c(oc3ccccc32)c(=O)n1C(C)C	0%
CC(C)c1nc2sc3c(N4CCCCC4)ncnc3c2c2c1CCCC2	2%
CCCc1nccn1S(=O)(=O)c1cc(Br)ccc1OC	-4%
COc1ccc(CCNC(=O)CSc2ncc3c(n2)-c2cc(Cl)ccc2N(Cc2ccccc2)S3(=O)=O)cc1OC	-2%

Next section:
SMILES	Tb PYK inh
COc1ccccc1NC(=O)CCn1c(=O)oc2cc(Cl)ccc21	0%
Cn1cc(S(=O)(=O)N2CCCCCC2)cc1C(=O)N1CCN(c2ccccc2F)CC1	0%
O=C(NCCc1ccc(F)cc1)C(=O)NCC(c1cccs1)S(=O)(=O)c1ccc(F)cc1 (stereo not given)	-4%
CCOc1cc(CNc2ccc(C(=O)O)cc2)ccc1OCc1ccccc1	-2%
O=c1cc(-c2ccccc2)n2c(SCc3ccc(Br)cc3)nnc2[nH]1	-5%
Cc1ccc(Nc2cc(C)nc3nc(Cc4ccc(Cl)cc4)nn23)cc1	1%
O=c1oc2ccccc2cc1-c1nc(-c2cccc(Cl)c2)cs1	2%
COc1ccc(C(=O)Nc2cccc(OCc3cc(=O)n4c5c(sc4n3)CCCC5)c2)cc1OC	-2%
O=C(CCS(=O)(=O)c1cccc2nonc12)Nc1cccc(F)c1	-4%
CCOc1ccc(Nc2oc(/C=C/c3cc(OC)c(OC)c(OC)c3)nc2C#N)cc1	0%
Oc1c(C(c2ccccc2F)N2CCCCC2)sc2nc(-c3ccco3)nn12 (stereo not given)	-8%
COc1ccc(S(=O)(=O)NCC(c2ccc(N(C)C)cc2)N2CCCC2)cc1F (stereo not given)	1%
CCCCOc1ccc(-c2nonc2NC(=O)c2ccco2)cc1	2%
COc1ccc(OC)c(S(=O)(=O)N2Cc3ccccc3CC2C(=O)Nc2ccc(C)cc2C)c1 (stereo not given)	1%
COCCNC(=O)CCCn1c(SCc2ccccc2C)nc2c(sc3ccccc32)c1=O	-5%
